CHRM1 PAM: human M1 muscarinic receptor positive allosteric modulators, primary screen, CHO-K1 cells, Fluo-8 calcium fluorescence, 1536-well | Muscarinic acetylcholine receptor M1 (Homo sapiens), P11229 | CHO-K1 hM1, ACh EC20; 0% = ACh EC20, 100% = maximal ACh | activation, % at 3 µM | 360,000 tested, 0.088% active | AID 588819, 2011; in the data active = activation above about 19%, passing the limit was not always enough
Target sequence (P11229 whole entry, looked up): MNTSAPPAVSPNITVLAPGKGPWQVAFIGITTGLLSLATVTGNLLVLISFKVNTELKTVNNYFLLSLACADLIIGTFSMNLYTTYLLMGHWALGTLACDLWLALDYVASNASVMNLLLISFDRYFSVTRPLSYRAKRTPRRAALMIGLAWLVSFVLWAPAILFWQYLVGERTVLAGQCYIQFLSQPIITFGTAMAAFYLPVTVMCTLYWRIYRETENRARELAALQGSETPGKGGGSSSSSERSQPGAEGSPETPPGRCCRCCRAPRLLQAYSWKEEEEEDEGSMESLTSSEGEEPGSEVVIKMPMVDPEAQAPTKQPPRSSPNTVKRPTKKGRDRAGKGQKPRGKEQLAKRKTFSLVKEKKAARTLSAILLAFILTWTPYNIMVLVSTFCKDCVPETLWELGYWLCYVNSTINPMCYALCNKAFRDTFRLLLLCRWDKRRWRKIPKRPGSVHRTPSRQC
CHRM5 antagonist: human M5 muscarinic receptor antagonists, primary screen, CHO cells, Fluo-8 calcium fluorescence. CHO-hM5 cells, ACh EC80. inhibition, % at 3 µM. 360,000 tested, 0.59% active;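 active = inhibition above a per-plate cutoff, the mean of that plate's test compounds plus 3 SD, cut at about 27% in these data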;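 also: 0% = acetylcholine EC80 with DMSO and 100% = DMSO without agonist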
CHRM4 antagonist: human M4 muscarinic receptor antagonists, primary screen, CHO cells, Fluo-8 calcium fluorescence. CHO-hM4 cells, ACh EC80. inhibition, % at 3 µM. 360,000 tested, 0.73% active;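 active = inhibition above its plate's cutoff, the mean inhibition of sample wells plus 3 SD, cut at about 27% in these data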;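 also: 0% = acetylcholine EC80 with DMSO and 100% = DMSO without agonist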
Target sequence (P08173 whole entry, looked up): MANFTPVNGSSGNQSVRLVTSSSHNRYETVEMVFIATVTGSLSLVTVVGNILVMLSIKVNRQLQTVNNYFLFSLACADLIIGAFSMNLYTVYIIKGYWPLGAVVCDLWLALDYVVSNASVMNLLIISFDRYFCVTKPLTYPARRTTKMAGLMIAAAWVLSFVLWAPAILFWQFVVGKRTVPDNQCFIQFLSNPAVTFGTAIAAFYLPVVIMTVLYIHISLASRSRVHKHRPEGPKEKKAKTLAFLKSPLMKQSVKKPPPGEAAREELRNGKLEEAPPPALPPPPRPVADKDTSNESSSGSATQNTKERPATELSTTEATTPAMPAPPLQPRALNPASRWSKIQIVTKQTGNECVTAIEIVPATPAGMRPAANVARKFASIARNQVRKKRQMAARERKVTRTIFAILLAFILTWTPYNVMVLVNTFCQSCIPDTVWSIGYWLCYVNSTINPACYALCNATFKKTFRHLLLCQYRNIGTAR
CHRM4 PAM: human M4 muscarinic receptor positive allosteric modulators, primary screen, CHO-K1 cells, Fluo-8 calcium fluorescence. activation, % at 3 µM. CHO-K1 hM4/Gqi5, ACh EC20; 0% = ACh EC20, 100% = maximal ACh. Muscarinic acetylcholine receptor M4 (Homo sapiens), P08173. 360,000 tested, 0.4% active;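 active = activation above its plate's cutoff, the mean activation of sample wells plus 3 SD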; also: some results filed as inactive read as strong as hits
M5 ag: human M5 muscarinic receptor agonists, primary screen, CHO-K1 cells, Fluo-8 calcium fluorescence. activation, % at 3 µM. Muscarinic acetylcholine receptor M5 (Homo sapiens), P08912. CHO-K1 hM5 cells; 0% DMSO wells, 100% maximal acetylcholine response. 360,000 tested, 0.19% active. AID 624037, 2012;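 active = activation above the run's mean over test compounds plus 3 SD, cut at about 23% in these data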;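 also: signal is peak over basal fluorescence ratio across the kinetic read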
CHRM4 agonist: human M4 muscarinic receptor agonists, primary screen, CHO-K1 cells, Fluo-8 calcium fluorescence | 360,000 tested, 0.14% active | activation, % at 3 µM | CHO-K1 hM4/Gqi5; vehicle 0%, full acetylcholine response 100% | Muscarinic acetylcholine receptor M4 (Homo sapiens), P08173 | AID 624127, 2012;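 active = activation above the run mean over all test wells plus 3 SD, cut at about 32% in these data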;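 also: peak over basal fluorescence ratio per well then scaled between controls; 0% = DMSO wells and 100% = acetylcholine at EC100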
M5 PAM: human M5 muscarinic receptor positive allosteric modulators, primary screen, CHO-K1 cells, Fluo-8 calcium fluorescence. activation, % at 3 µM. 360,000 tested, 0.3% active. AID 624038, 2012. Muscarinic acetylcholine receptor M5 (Homo sapiens), P08912. CHO-K1 hM5, ACh EC20 PAM; 0% = ACh EC20, 100% = ACh EC100;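 active = activation above the run cutoff, the mean activation of all test compounds plus 3 SD, cut at about 18% in these data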
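Measured by: Fluo-8 calcium fluorescence; material: human M5 receptor in CHO-K1 cells; schedule: Post-acetylcholine fluorescence recording 140 s; benchmarks: low control EC20 acetylcholine (0%), high control EC100 acetylcholine (100%); read-out: Max/basal fluorescence ratio as % of EC20–EC100 ACh window; compound: single dose, 3 µM nominal final test concentration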
CRFBP-R2 agonist: agonists of CRF-BP/CRF-R2 complex, primary screen, cell-based, HEK293, calcium dye fluorescence, uHTS; CRF-binding protein / CRF receptor 2 complex (human); calcium dye fluorescence (FLIPR); percent of saturating CRF peptide response; activation, % at 13.2 µM; 350,000 tested, 0.46% active;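 active = activation of at least 50%, plus an integration ratio under a set limit after plate pattern correction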;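 also: plate controls were neutral control wells without compound for no effect and CRF at EC100 for full effect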
CRFBP-R2 block: antagonists of CRF-BP/CRF-R2 complex, primary screen, cell-based, HEK293, calcium dye fluorescence, uHTS | CRF-induced calcium fluorescence | AID 588475, 2011 | 350,000 tested, 0.59% active | inhibition, % at 11.8 µM;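 active = inhibition of the ligand-induced calcium signal above about 50% at the single tested concentration, limit read from the data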
The depositor's hits bear a star; . = no result given.

SMILES	CHRM1 PAM	CHRM5 antagonist	CHRM4 antagonist	CHRM4 PAM	M5 ag	CHRM4 agonist	M5 PAM	CRFBP-R2 agonist	CRFBP-R2 block
Cc1cc2cc(C)c3nnc(SCC(=O)N4CCN(C(=O)c5ccco5)CC4)n3c2cc1C	3.9	4.5	-4.2	5.4	-0.1	0.9	-3.2	-0.9	-4.1
Cc1ccccc1-c1ccc(=O)n(CC(=O)Nc2ccc(-n3cnnn3)cc2)n1	5.3	2.7	1.7	-7.5	-2.2	2.6	-2.0	-1.2	2.1
Cc1ccc(C)c(S(=O)(=O)N2CCC3(CC2)OCCO3)c1	-1.0	-0.1	-16.2	7.3	-7.6	0.7	-1.1	-1.2	3.8
Cc1cccc2cc(C#N)c(NCCNS(=O)(=O)c3ccccc3)nc12	5.9	5.3	5.8	-5.7	-1.2	1.9	0.9	-3.8	-6.5
COc1ccc(CCNC(=O)c2ccc(N(C)S(=O)(=O)c3ccccc3)cc2)cc1	-6.6	12.0	-4.8	-17.0	-2.0	9.9	-12.3	-0.8	-21.8
Cc1ncc(C(O)c2ccc(N(C)C)cc2)n1Cc1ccccc1 (stereo unspecified)	-11.6	1.0	-6.0	-4.4	2.2	7.5	-1.7	-2.3	-3.1
CCCCNC(=O)c1ccc2c(OCC)n(CCCC)nc2c1	-10.2	5.2	-5.1	7.0	0.0	0.4	5.6	-1.0	2.3
COc1cc2[nH]cc(C(=O)NCc3ccccc3)c(=O)c2cc1OC	6.5	3.5	-1.5	3.9	0.1	1.2	-4.7	0.2	0.9
O=C(CC(=O)c1cccc([N+](=O)[O-])c1)Nc1ccccc1Cl	9.8	4.5	7.7	5.1	2.1	2.1	1.6	1.2	2.1
O=C(CNC(=O)c1ccncc1)N/N=C/c1cc(Br)ccc1O	4.4	1.8	7.6	-4.5	-0.8	0.7	-3.3	4.3	-23.6
Cc1occc1C(=O)Nc1ccc(S(=O)(=O)N2CCCC2)cc1	-4.7	3.3	5.4	-7.6	0.4	1.9	-5.7	-0.6	-26.9
Cc1nc(C)n(C(C)CNS(=O)(=O)c2ccc(Cl)cc2)n1 (stereo unspecified)	5.4	-4.6	10.8	2.1	-0.7	0.6	7.2	0.0	4.4

Results in CRFBP-R2 block, for 3 of the compounds above:
smiles | CRFBP-R2 block
Cc1ncc(C(O)c2ccc(N(C)C)cc2)n1Cc1ccccc1 (stereo unspecified) | -3.1
CCCCNC(=O)c1ccc2c(OCC)n(CCCC)nc2c1 | 2.3
COc1cc2[nH]cc(C(=O)NCc3ccccc3)c(=O)c2cc1OC | 0.9

The list continues.
SMILES	CHRM1 PAM	CHRM5 antagonist	CHRM4 antagonist	CHRM4 PAM	M5 ag	CHRM4 agonist	M5 PAM	CRFBP-R2 agonist	CRFBP-R2 block
CC(=O)c1cccc(NC(=O)COC(=O)c2cccs2)c1	3.6	-2.8	-8.3	-6.0	1.4	1.5	-3.1	-1.1	0.7
CCC[N+](C)(C)C(C)C(OC(C)=O)c1ccccc1 (stereo unspecified)	-5.5	17.9	-3.3	-7.0	-15.2	0.3	-11.6	-0.6	1.6
O=C(OC(C(=O)O)C(OC(=O)c1ccccc1)C(=O)NCc1ccccc1)c1ccccc1 (stereo unspecified)	6.7	-8.4	-6.5	10.9	-4.7	0.7	6.7	-0.3	-9.1
Cc1ccc(S(=O)(=O)Nc2c(C)n(C)n(-c3ccccc3)c2=O)cc1C(=O)NCc1ccccn1	8.7	-3.2	1.2	3.6	0.9	0.4	5.7	2.6	-13.8
COCCNC(=O)CSc1n[nH]c(=O)n1CCc1ccccc1	9.3	3.5	4.4	4.2	-3.0	0.9	5.2	1.2	-10.7
COc1ccc(N2C(=O)[C@@H]3[C@H](C2=O)[C@H]2c4ccccc4C=CN2[C@@H]3C(C)=O)cc1	3.7	2.0	-4.8	13.2	-0.1	3.3	0.4	15.3	-6.3
OCC1OC(c2ccccc2)OC2COC(c3ccccc3)OC12 (stereo unspecified)	-0.9	7.3	-6.6	9.0	2.2	2.0	-1.4	4.1	-8.8
CC1CCN(S(=O)(=O)c2ccc([N+](=O)[O-])cc2)CC1	-4.7	4.1	9.1	-10.4	-18.4	1.5	3.8	-0.8	2.1
O=C(COc1ccc2c(C(F)(F)F)cc(=O)oc2c1)NCc1cccs1	-0.6	-4.2	8.3	4.1	-0.4	1.0	1.6	5.7	5.9
CCOC(=O)CNC(=O)Nc1cccc(Cl)c1C	5.2	-0.9	-0.2	-0.1	-1.1	-0.4	-0.4	1.0	-11.6
CCN1C(=O)c2cccc3c(N)ccc(c23)C1=O	-37.5	27.0*	44.2*	-23.8	104.0*	316.9*	-19.1	212.8	-136.0
CC(C)(C)NC(=O)C1CCCN(S(=O)(=O)c2ccc(-n3cnnn3)cc2)C1 (stereo unspecified)	8.7	-3.4	6.9	3.2	-3.1	2.1	0.0	-0.9	9.2
CCC(=O)n1nc(-c2ccccc2)nc1NCc1ccccc1	4.8	-3.5	9.8	15.5	-0.7	-0.6	-1.8	2.3	-20.7
CCc1cccc(CC)c1NC(=O)COC(=O)CC1c2ccccc2CCN1S(=O)(=O)c1ccc(F)cc1 (stereo unspecified)	-2.6	2.3	-8.8	2.8	-4.4	0.7	-4.5	-0.2	15.1
O=C(CSc1nnc(NC(=O)C2CCC2)s1)Nc1ccccc1	3.8	-1.4	3.6	0.3	-0.9	3.0	0.4	0.8	-7.5
CCCN(CCC)S(=O)(=O)c1ccc(C(=O)Nc2cccnc2)cc1	3.6	-2.3	2.1	-4.1	-0.4	3.5	-0.7	1.5	-3.1
Cc1ccc2c(c1)C1CC(C)(O2)N(c2cccc(C(=O)N3CCN(c4ccccn4)CC3)c2)C(=O)N1 (stereo unspecified)	-7.0	-2.6	-4.5	-7.8	2.6	13.2	-3.9	-0.1	-13.1
CC(=O)c1nn(-c2ccccc2)cc1C(=O)c1ccc(Br)cc1	-6.4	4.5	5.0	-2.9	-2.4	0.1	0.7	1.1	-10.1
CCN(C(=O)CN1C(=O)S/C(=C\c2cccc(Cl)c2)C1=O)C1CCS(=O)(=O)C1 (stereo unspecified)	-9.8	-0.4	-4.6	-9.5	0.4	2.0	-0.8	-0.4	7.5
CCCc1cc(C(=O)Nc2cc(C)nn2-c2ccccc2)no1	8.5	1.0	-12.4	6.3	-2.0	-0.8	-1.6	-5.2	12.6
O=C(Nc1ccncc1)c1ccccc1F	3.2	1.8	4.8	1.3	-2.0	0.8	1.8	-0.7	6.5
CC(=O)C(=Cc1ccc(O)cc1)C(C)=O	8.1	4.7	0.8	-3.5	-1.4	1.5	-0.8	0.6	-1.1
Cc1c(C(=O)NCc2ccc3c(c2)OCCO3)sc(=O)n1Cc1ccc(C(=O)N(C)C)cc1	-5.3	-1.6	2.9	-2.5	4.0	6.3	-6.8	.	.
CC(C)[C@H](Nc1ccc(C(F)(F)F)cc1[N+](=O)[O-])C(=O)O	9.5	-5.8	-3.4	-2.2	-3.0	0.4	0.0	-0.1	-12.6
COc1ccc(CN2C(=O)c3cccnc3C2Nc2ccc(C)cc2)cc1 (stereo unspecified)	10.4	1.3	-7.6	2.9	1.2	2.2	-0.2	-2.2	-24.5
CCn1c(C(=O)NCc2ccccn2)cc2sccc21	0.6	-1.0	-1.8	2.7	2.3	0.8	-1.7	0.2	0.2
CCOC(=O)c1ccc(NS(=O)(=O)c2cn(C)cn2)cc1	18.1	-0.2	-4.7	5.1	-1.5	-0.9	-0.7	-0.4	-14.4
COc1ccc(OC)c(NC(=O)CSc2nc3ccccc3c(=O)n2CC2CCCO2)c1 (stereo unspecified)	2.8	-0.4	-9.8	-7.0	-1.2	2.2	-1.4	-1.3	-0.8
CN(C)/C=C(\C=O)c1c(Cl)cccc1Cl	7.4	-1.9	-0.9	-2.9	1.9	0.6	-7.9	4.0	7.8
O=C(Nc1ccccc1Cl)c1ccccc1Cl	1.9	-0.1	5.2	3.1	-0.9	-0.2	0.9	-0.9	17.4
CCOC(=O)N1CCC(NC(=O)c2ccc3nc(N4CCOCC4)sc3c2)CC1	8.4	0.1	8.6	3.3	0.6	1.1	4.5	-3.4	-46.3
C/C=C(/C)C(=O)O[C@@H]1c2c(ccc3ccc(=O)oc23)O[C@@H]1C(C)(C)OC(=O)/C(C)=C\C	-3.2	-3.1	-2.8	1.7	1.1	1.5	-2.4	0.0	12.4
Cc1ccc([C@@H]2C[C@H]3[C@@H](CN2S(=O)(=O)c2ccc(Cl)cc2)C(=O)C[C@@H](c2ccccc2)N3S(=O)(=O)c2ccc(C)cc2)cc1	2.6	-13.5	-5.7	5.1	1.4	-0.1	6.1	-1.3	3.6
CC1(C)C(c2ccccc2)=NC(c2ccc(F)cc2)N1O (stereo unspecified)	3.0	-0.7	-0.5	1.5	-1.8	0.5	-1.7	-0.2	-1.1
OCC[C@@H]1C[C@@H](O)[C@H](O)[C@]2(OCCc3ccccc32)O1	5.0	12.3	-4.5	-1.2	0.1	0.8	0.4	2.2	-13.8
O=[N+]([O-])c1cc(C(F)(F)F)ccc1N1CCN(CCO)CC1	12.0	5.2	-3.1	-5.5	-1.1	1.7	-6.2	-1.4	8.9
CCC1(CC)Cc2ccccc2-c2nc(CCl)[nH]c(=O)c21	4.5	13.4	-2.6	3.3	-6.0	2.2	-9.1	-1.4	15.5
N#CCc1c(C#N)c(N)nc(N2CCN(S(=O)(=O)c3ccccc3F)CC2)c1C#N	-0.8	12.6	20.7	-4.5	-0.2	6.8	-1.8	0.8	-6.2
COc1ccc2[nH]cc(CCNC(=O)CC[C@H]3O[C@@H](n4cc(C)c(=O)[nH]c4=O)C[C@@H]3O)c2c1	7.4	-4.8	-6.4	4.2	0.5	0.8	0.3	-1.4	-1.9
COc1ccccc1OCCNC(=O)C(CCSC)NC(=O)COc1ccccc1 (stereo unspecified)	5.2	11.1	-3.9	9.6	4.1	5.0	-0.6	-1.0	-7.5
O=C(CN1C(=O)c2ccccc2S1(=O)=O)Nc1ccc(S(=O)(=O)N2CCCCC2)cc1	-6.8	3.2	-1.0	-4.8	2.5	2.9	-6.1	-2.2	-17.4
CCCN(C(=O)c1cc(S(=O)(=O)N2CCCCCC2)ccc1OC)C1CCS(=O)(=O)C1 (stereo unspecified)	4.9	-1.0	2.0	-3.6	1.7	1.2	-2.9	2.8	-17.9
O=C(Oc1ccc(-c2nnco2)cc1)N1CCOCC1	10.5	-3.6	11.0	-2.2	-2.1	0.9	-7.5	0.0	0.7
CC1CCN(C(=O)COC(=O)C2CCN(S(=O)(=O)c3c(Cl)cccc3Cl)CC2)CC1	5.8	7.4	-7.8	1.6	2.1	9.4	-13.1	1.5	7.7
